Screening results as filed in PubChem.
S3 lipid droplet = qHTS Assay for Lipid Storage Modulators in Drosophila S3 Cells. 320,000 tested, 0.64% active. AID 2685. Drosophila S3 cells, BODIPY lipid droplet fluorescence, 18-24 h; cells fed with added oleic acid. Potency in µM for hits, for the others lipid storage change, negative = inhibition, % at the top dose, mostly 46.1 µM; active = well fitted inhibition curve with a large enough effect in the signal ratio, with a control signal flat, not every such curve was filed as active; inconclusive = small, poorly fitted or top-dose-only effect, or effect the other way, or a change in a side signal; the % refers to the signal ratio
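Drosophila S3 cells got compounds at several concentrations plus oleic acid (400 uM solution). Laser-scanning cytometry with 488 nm excitation read lipid droplets at 500-530 nm and cells at 575-640 nm. Percent activity was relative to 20 uM Triacsin C.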
S3 lipid droplet cell count max = also measured in S3 lipid droplet; calls as there; cell number change, %; measured here: cell count max response;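 cells counted by Cell Tracker Red CMTPX staining in the red channel; peak over a dose series mostly up to 46.1 µM; percent activity relative to internal control wells on each plate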
* = called active by the depositor; [ ] = dose if it differs, or a comment. % is scaled to controls: 0 for no effect and ±100 for the full control effect; potency is read from the fitted curve at half-maximal effect. These rows are one share of the data; count on the stated rates, not on these rows.

Cc1ccc(NC(=O)C2CC(=O)N(Cc3ccccc3)C2)cc1S(=O)(=O)N1CCCCCC1 (stereo not given) was read as S3 lipid droplet -15% and S3 lipid droplet cell count max -8.
Cc1cc(=O)[nH]c(SCC(=O)Nc2ccnc3ccccc23)n1 was read as S3 lipid droplet 27% and S3 lipid droplet cell count max 0.
Screening Cc1ccc(S(=O)(=O)NCC(NCc2ccc(F)cc2)c2ccccc2)cc1 (stereo not given) returned S3 lipid droplet inconclusive.
O=C(CSc1nncs1)NC(=O)NCc1ccccc1 was read as S3 lipid droplet 6% and S3 lipid droplet cell count max -17.
`CCC1CCCCN1Cc1ccc(OC)c(OC)c1` (stereo not given) gave S3 lipid droplet inconclusive.
O=C(O)CCCc1c(-[n+]2ccccc2)[nH]c2ccccc12 was read as S3 lipid droplet inconclusive.
For COc1ccc(OCC(NS(=O)(=O)c2ccc(-n3cnnn3)cc2)C(C)C)cc1 (stereo not given) the results were S3 lipid droplet 0.13µM*.
For COc1cc2c(cc1OC)CN(C(=O)CSc1nnc(C)s1)CC2 the results were S3 lipid droplet inactive and S3 lipid droplet cell count max 13.
For CCN(C(=O)CSc1ccc2ccccc2n1)C1CCS(=O)(=O)C1 (stereo not given) the results were S3 lipid droplet inconclusive.
`CC1(C)Cc2ccccc2C2CC(O)C(=O)N21` (stereo not given) gave S3 lipid droplet 1% and S3 lipid droplet cell count max 3.
`CCN(CC)S(=O)(=O)c1ccc(O)c(C(=O)OCC(=O)N2c3ccccc3CC2C)c1` (stereo not given) gave S3 lipid droplet -8% and S3 lipid droplet cell count max -15.
O=C(O)c1ccc(N2CCN(C(c3ccccc3)c3ccccc3)CC2)c([N+](=O)[O-])c1 was read as S3 lipid droplet 6% and S3 lipid droplet cell count max -8.
Screening COC(=O)c1nnn(-c2nonc2N)c1CN1CCCC1 returned S3 lipid droplet 1% and S3 lipid droplet cell count max 18.
Cc1ccccc1C1NC(=O)c2ccccc2O1 (stereo not given) was read as S3 lipid droplet -11% and S3 lipid droplet cell count max -13.
Screening C=CCNC(=O)COC(=O)c1ccc(Cl)c(S(=O)(=O)N(Cc2ccccc2)c2ccccc2)c1 returned S3 lipid droplet -23% and S3 lipid droplet cell count max -25.
Screening COc1cccc(NC(=O)CCNC(=O)c2ccccc2Cl)c1 returned S3 lipid droplet -16% and S3 lipid droplet cell count max -13.
`CCOc1ccc(C2C(C(=O)c3ccco3)=C(O)C(=O)N2Cc2cccnc2)cc1OC` (stereo not given) gave S3 lipid droplet inconclusive.
`Cc1cccc(CSc2[nH]c(=O)ncc2C)c1` gave S3 lipid droplet inactive and S3 lipid droplet cell count max 6.
`CCc1ccc(-c2cc(C)no2)cc1S(=O)(=O)N1CCN(c2ccc(OC)cc2)CC1` gave S3 lipid droplet inconclusive.
Screening CC(C)Cn1c2c(c(O)c(C(=O)Nn3c(Cc4ccccc4)nc4ccccc4c3=O)c1=O)CCCC2 returned S3 lipid droplet 4% and S3 lipid droplet cell count max 3.
Cc1ccc(S(=O)(=O)Nc2ccc(NC(=O)c3ccc(F)cc3)cc2)cc1 was read as S3 lipid droplet -25% and S3 lipid droplet cell count max -1.
CCOC(=O)C1=C(O)CSC1=Nc1cccc2ccccc12 was read as S3 lipid droplet inconclusive.
CC(=O)Nc1ccc(/C=C/c2ccc3cccc([N+](=O)[O-])c3n2)cc1 was read as S3 lipid droplet inconclusive.
For CC1Oc2ccccc2C=C1/C=N/NC(=O)c1ccccc1O (stereo not given) the results were S3 lipid droplet -15% and S3 lipid droplet cell count max -12.
Screening O=C(CSc1nc2ccccc2c(=O)n1CCCO)NCc1ccccc1 returned S3 lipid droplet 10% and S3 lipid droplet cell count max -15.
O=C(CO/N=C/c1ccc(Cl)cc1Cl)NNC(=O)c1cccc(Cl)c1 was read as S3 lipid droplet inconclusive.
For CC(=O)N/C(=C\c1ccccc1)C(=O)OCc1ccc(F)cc1 the results were S3 lipid droplet inconclusive.
Screening Cc1ccccc1N(CC(=O)NCC1CCCO1)C(=O)CNS(=O)(=O)c1ccc(F)cc1 (stereo not given) returned S3 lipid droplet inconclusive.
`O=C(O/N=C1\C(=O)N(c2ccccc2)c2ccccc21)C1CC1` gave S3 lipid droplet inconclusive.
For COc1cc(C(C)=O)ccc1OCC(=O)c1cc(C)n(C2CC2)c1C the results were S3 lipid droplet inconclusive.
c1ccc(Oc2cccc(OCCCCSc3ncccn3)c2)cc1 was read as S3 lipid droplet inactive and S3 lipid droplet cell count max 25.
Screening COc1ccc(/C(O)=C2/C(=O)C(=O)N(CCN3CCOCC3)C2c2cccnc2)cc1OC (stereo not given) returned S3 lipid droplet 3% and S3 lipid droplet cell count max 9.
Screening c1ccc(-n2c(-c3ccncc3)nnc2-c2ccco2)cc1 returned S3 lipid droplet inconclusive.
For N#C/C(=C\c1c(N2CCCCCC2)nc2ccccn2c1=O)C(=O)NCc1ccco1 the results were S3 lipid droplet inconclusive.
O=C(NC1CCCC1)C(c1ccccc1)N(Cc1ccco1)C(=O)Cc1cccs1 (stereo not given) was read as S3 lipid droplet inconclusive.
For COc1ccc2c(c1)cc(C(=O)N[C@@H](CCSC)C(=O)N1CCC(C(=O)O)CC1)n2C the results were S3 lipid droplet -24% and S3 lipid droplet cell count max -7.
COc1cc2c(cc1OC)CN(C(=O)c1ccc(N3CCCC3)c([N+](=O)[O-])c1)CC2 was read as S3 lipid droplet inconclusive.
`O=C(CCNC(=O)c1ccccc1Cl)OCC(=O)c1ccccc1` gave S3 lipid droplet inconclusive.
`CCOC(=O)c1cnn(-c2nc(-c3cccc(F)c3)cs2)c1C(F)(F)F` gave S3 lipid droplet inconclusive.
CCOc1ccc(N2C(=O)CC(SCCN)C2=O)cc1 (stereo not given) was read as S3 lipid droplet inconclusive.
Screening COCC(=O)Nc1nnc(COc2ccc(Cl)cc2)s1 returned S3 lipid droplet 2% and S3 lipid droplet cell count max -17.
For CCC(C(=O)OCC(=O)Nc1ccc(C)c(S(=O)(=O)N2CCOCC2)c1)c1ccccc1 (stereo not given) the results were S3 lipid droplet inconclusive.
Screening CC1(C)CC(=O)C=C(c2ccc3ccccc3c2)C1 returned S3 lipid droplet 13% and S3 lipid droplet cell count max 2.
Cc1ccccc1NS(=O)(=O)c1ccc(C(=O)OCC(=O)NCC(C)C)cc1 was read as S3 lipid droplet 5%[9.22 µM].
`COc1ccc(S(=O)(=O)NCCSCc2ccco2)cc1` gave S3 lipid droplet inconclusive.

At a glance, some entries already given:
Screening c1ccc(-n2c(-c3ccncc3)nnc2-c2ccco2)cc1 returned S3 lipid droplet inconclusive.
For N#C/C(=C\c1c(N2CCCCCC2)nc2ccccn2c1=O)C(=O)NCc1ccco1 the results were S3 lipid droplet inconclusive.
O=C(NC1CCCC1)C(c1ccccc1)N(Cc1ccco1)C(=O)Cc1cccs1 (stereo not given) was read as S3 lipid droplet inconclusive.
For COc1ccc2c(c1)cc(C(=O)N[C@@H](CCSC)C(=O)N1CCC(C(=O)O)CC1)n2C the results were S3 lipid droplet -24% and S3 lipid droplet cell count max -7.
COc1cc2c(cc1OC)CN(C(=O)c1ccc(N3CCCC3)c([N+](=O)[O-])c1)CC2 was read as S3 lipid droplet inconclusive.
`O=C(CCNC(=O)c1ccccc1Cl)OCC(=O)c1ccccc1` gave S3 lipid droplet inconclusive.
`CCOC(=O)c1cnn(-c2nc(-c3cccc(F)c3)cs2)c1C(F)(F)F` gave S3 lipid droplet inconclusive.
CCOc1ccc(N2C(=O)CC(SCCN)C2=O)cc1 (stereo not given) was read as S3 lipid droplet inconclusive.
Screening COCC(=O)Nc1nnc(COc2ccc(Cl)cc2)s1 returned S3 lipid droplet 2% and S3 lipid droplet cell count max -17.
For CCC(C(=O)OCC(=O)Nc1ccc(C)c(S(=O)(=O)N2CCOCC2)c1)c1ccccc1 (stereo not given) the results were S3 lipid droplet inconclusive.
Screening CC1(C)CC(=O)C=C(c2ccc3ccccc3c2)C1 returned S3 lipid droplet 13% and S3 lipid droplet cell count max 2.
Cc1ccccc1NS(=O)(=O)c1ccc(C(=O)OCC(=O)NCC(C)C)cc1 was read as S3 lipid droplet 5%[9.22 µM].
`COc1ccc(S(=O)(=O)NCCSCc2ccco2)cc1` gave S3 lipid droplet inconclusive.

Next part.
Screening Cn1c(SC2C(=O)CC(C)(C)CC2=O)nnc1-c1ccco1 returned S3 lipid droplet inconclusive.
For O=C(c1cccc(S(=O)(=O)N2CCOCC2)c1)N(CCO)Cc1ccccc1 the results were S3 lipid droplet -8% and S3 lipid droplet cell count max 8.
Screening O=C(N/N=C/c1cccc(OCC(=O)N2CCCC2)c1)C(=O)Nc1ccccc1F returned S3 lipid droplet 14% and S3 lipid droplet cell count max 0.
CCn1c(SCC(=O)Nc2ncc(C(F)(F)F)cc2Cl)nnc1-c1ccccc1 was read as S3 lipid droplet 12% and S3 lipid droplet cell count max 11.
COC(=O)CCCNc1ncccc1[N+](=O)[O-] was read as S3 lipid droplet inconclusive.
CCN(C(=O)CN1CCN(c2cccc(C(F)(F)F)c2)CC1)c1c(N)n(Cc2ccccc2)c(=O)[nH]c1=O was read as S3 lipid droplet 4% and S3 lipid droplet cell count max -1.
For CCc1nn(CC(=O)NCCCN(CC)CC)c(=O)c2cc3sc(C)cc3n12 the results were S3 lipid droplet 11% and S3 lipid droplet cell count max 8.
`Cc1cc(C)cc(NS(=O)(=O)c2cc3[nH]c(=O)c(=O)[nH]c3cc2C)c1` gave S3 lipid droplet 2% and S3 lipid droplet cell count max 5.
`Cc1ccc(C(=O)c2oc3ccc(Cl)cc3c2NC(=O)CN2CCN(C)CC2)cc1` gave S3 lipid droplet inconclusive.
Screening Cc1ccc(O)c(NC(=O)C2CCCN2C(=O)OCc2ccccc2)c1 (stereo not given) returned S3 lipid droplet inconclusive.
For Cc1ccnc(NS(=O)(=O)c2cc(-c3cc(C)no3)ccc2C(C)C)c1 the results were S3 lipid droplet inactive and S3 lipid droplet cell count max -24.
Screening COc1cc(C(c2sc3nc(C)nn3c2O)N2CC(C)CC(C)C2)cc(OC)c1OC (stereo not given) returned S3 lipid droplet 5% and S3 lipid droplet cell count max -2.
Screening Cc1cccc(Oc2nc(-c3cccc([N+](=O)[O-])c3)nc3ccccc23)c1C returned S3 lipid droplet inconclusive.
Screening NC(=O)CC(NC(=O)Cc1cccc2ccccc12)c1ccc(N2CCCCCCC2)c([N+](=O)[O-])c1 (stereo not given) returned S3 lipid droplet inconclusive.
`Cn1ccnc1Sc1nc2c(c(=O)n(C)c(=O)n2C)n1C` gave S3 lipid droplet 11% and S3 lipid droplet cell count max 6.
CCC(=O)N1CCc2cc(S(=O)(=O)NC(C(=O)NC(C)c3ccccc3)C(C)C)ccc21 (stereo not given) was read as S3 lipid droplet -14% and S3 lipid droplet cell count max -3.
O=C(NC1CCCCC1)C(c1ccc(F)cc1)N(C(=O)c1csnn1)C1CC1 (stereo not given) was read as S3 lipid droplet inconclusive.
Screening Cc1ccc(/C=N/NC(=O)CNC(=O)COc2ccc(Cl)cc2)o1 returned S3 lipid droplet -1% and S3 lipid droplet cell count max 2.
Screening COc1cc(/C=N/c2oc(C)c(C)c2C#N)cc(Br)c1O returned S3 lipid droplet -2% and S3 lipid droplet cell count max -6.
Screening O=C(CCN1C(=O)c2ccccc2C1=O)Nc1nc2ccccc2s1 returned S3 lipid droplet -24% and S3 lipid droplet cell count max 5.
Cc1nnc(SCc2ccc(C(=O)O)cc2)s1 was read as S3 lipid droplet inconclusive.
Screening O=C(Cc1csc(-c2ccccc2)n1)NCc1ccc(F)cc1 returned S3 lipid droplet 4% and S3 lipid droplet cell count max -2.
Cc1ccc(-n2nnnc2SCc2nnc(-c3ccccc3Br)o2)cc1 was read as S3 lipid droplet inconclusive.
CCCc1nnc(NC(=O)c2c(O)c3cccc4c3n(c2=O)CCC4)s1 was read as S3 lipid droplet inactive and S3 lipid droplet cell count max 13.
For O=C(NCc1ccco1)C(c1ccncc1)N(C(=O)Cn1nnc2ccccc21)c1ccccc1 (stereo not given) the results were S3 lipid droplet inconclusive.
Screening CCCCCc1c(C)nc(NCc2ccccc2)[nH]c1=O returned S3 lipid droplet inconclusive.
`CCN(CC)S(=O)(=O)c1ccc(N2CCOCC2)c(NC(=O)CC2OC(=O)c3ccccc32)c1` (stereo not given) gave S3 lipid droplet inconclusive.
Screening O=C(N/N=C/c1cc2c(cc1Br)OCO2)c1cc2ccccc2o1 returned S3 lipid droplet inconclusive.
`CSc1nc2n(n1)C(c1cccs1)C1=C(CCCC1=O)N2` (stereo not given) gave S3 lipid droplet inconclusive.
`CN(C(=O)c1cccc(Nc2ccc(-c3ccc4c(c3)OCCO4)nn2)c1)C1CCCCC1` gave S3 lipid droplet inconclusive.

Retrieved by compound from the list above:
`CCN(CC)S(=O)(=O)c1ccc(N2CCOCC2)c(NC(=O)CC2OC(=O)c3ccccc32)c1` (stereo not given) gave S3 lipid droplet inconclusive.
Screening O=C(Cc1csc(-c2ccccc2)n1)NCc1ccc(F)cc1 returned S3 lipid droplet 4% and S3 lipid droplet cell count max -2.

New compounds follow
COc1ccc(C(=O)OC(C)C(=O)NCC2CCCCC2)cc1S(=O)(=O)N1CCOCC1 (stereo not given) was read as S3 lipid droplet inconclusive.
`CCCc1cc(N2CCCC(C(=O)NCc3ccc4c(c3)OCO4)C2)n2ncnc2n1` (stereo not given) gave S3 lipid droplet inconclusive.
Screening COc1ccccc1CNC(=O)CSc1nc(N)c(C#N)c(-c2cccs2)c1C#N returned S3 lipid droplet inactive and S3 lipid droplet cell count max -3.
CCc1cc(C(c2ccncc2)N2CCN(C)CC2)c(NC(=O)c2ccccc2)s1 (stereo not given) was read as S3 lipid droplet -2% and S3 lipid droplet cell count max -10.
For O=[N+]([O-])c1cccc(/C=N/Nc2cc(N3CCOCC3)ncn2)c1 the results were S3 lipid droplet 8% and S3 lipid droplet cell count max 4.
